Cdc42 wt GTP – modulators of GTP binding to wildtype Cdc42, primary screen, biochemical, multiplex bead flow cytometry, Bodipy-GTP. GST-Cdc42 beads; actives lie on both sides. percent activity (GTP binding), % at 10 µM. hit rate 0.2% among 190,000. AID 761, 2007;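 active = percent activity GTP binding at least 20 points away from the 100% baseline, either down as inhibitor or up as activator; inconclusive = compound flagged as likely green fluorescent from well-wide comparison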;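 also: median bead fluorescence of bound Bodipy-FL-GTP at 100 nM; 0% = excess unlabeled GTP control and 100% = no compound control; below 100% means less GTP binding so inhibitor and above means activator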
Target sequence (P60953 whole entry, looked up): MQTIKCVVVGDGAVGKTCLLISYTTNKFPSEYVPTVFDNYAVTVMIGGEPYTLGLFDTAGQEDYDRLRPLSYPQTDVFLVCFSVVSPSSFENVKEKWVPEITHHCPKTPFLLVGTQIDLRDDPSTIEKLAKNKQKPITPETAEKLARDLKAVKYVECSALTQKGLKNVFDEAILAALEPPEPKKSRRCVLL
Rab2 wt GTP – modulators of GTP binding to Rab2A wildtype, primary screen, biochemical, dog, bead-based flow cytometry, multiplex. GST-Rab2 wt beads, Bodipy-GTP binding. AID 760, 2007. hit rate 0.19% among 190,000. GTP binding activity, % at 10 µM;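 active = GTP binding activity at least 20 points away from 100%, either lowered or raised; inconclusive = signal likely due to the compound's own green fluorescence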;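 also: 0% = beads with excess unlabeled GTP and 100% = no-compound control corrected for plate trend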
Mcl1-Noxa inh – Mcl-1/Noxa binding inhibitors, primary screen, biochemical, TR-FRET, 1536-well; Induced myeloid leukemia cell differentiation protein Mcl-1 (Homo sapiens), Q07820; TR-FRET Mcl-1/Noxa peptide binding, 2 h; inhibition, % at 21.7 µM; hit rate 1.5% among 220,000; AID 1022, 2008;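 active = compounds that cut the protein-peptide binding signal by more than 50% relative to plate controls in a single-dose test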;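 also: His-tagged Mcl-1 with rhodamine Noxa BH3 peptide and terbium anti-His antibody; 0% = Mcl-1 plus Noxa peptide wells and 100% = peptide-only wells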
Target sequence (Q07820 whole entry, looked up): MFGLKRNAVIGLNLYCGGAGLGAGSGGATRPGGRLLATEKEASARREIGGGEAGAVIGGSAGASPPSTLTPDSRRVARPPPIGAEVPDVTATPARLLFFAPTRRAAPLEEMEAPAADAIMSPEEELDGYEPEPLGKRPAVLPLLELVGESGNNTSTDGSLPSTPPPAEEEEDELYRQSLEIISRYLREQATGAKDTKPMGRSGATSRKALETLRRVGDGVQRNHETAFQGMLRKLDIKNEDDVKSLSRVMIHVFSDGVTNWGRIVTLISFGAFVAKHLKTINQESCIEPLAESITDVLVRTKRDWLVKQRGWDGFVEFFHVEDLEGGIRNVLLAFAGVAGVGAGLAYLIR
GSH fluor – compound fluorescence on glutathione beads, profiling panel, artefact control, biophysical, 488/530 nm, flow cytometry | GSH beads flow cytometry, compound fluorescence 488/530 nm; active compounds read high | fluorescence (KMESF) at 10 µM | hit rate 0.25% among 190,000; in the data active = fluorescence above about 89;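 also: glutathione beads carrying GST-tagged Bcl family fusion proteins plus one bare bead set; values are compound well signal with DMSO vehicle wells as background; inactives centre near 16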
Mcl1-Bid inh – Mcl-1/Bid binding inhibitors, primary screen, biochemical, TR-FRET, 1536-well | Induced myeloid leukemia cell differentiation protein Mcl-1 (Homo sapiens), Q07820 | inhibition, % at 21.7 µM | TR-FRET Mcl-1/Bid-Dy647 peptide binding | hit rate 0.97% among 220,000;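 active = compounds that cut the binding signal by more than half at the single screening dose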;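 also: His-tagged Mcl-1 with europium anti-His antibody binding Bid BH3 peptide; 0% = Mcl-1 plus peptide wells and 100% = peptide-only wells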
HRas wt GTP bind – modulators of GTP binding to HRas wildtype, primary screen, biochemical, bead-based flow cytometry, multiplex; GTPase HRas (Homo sapiens), P01112; AID 759, 2007; GST-Ras wt beads, Bodipy-FL-GTP binding; actives lie on both sides; GTP binding activity, % at 10 µM; hit rate 0.14% among 190,000;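 active = GTP binding activity at least 20% away from the 100% baseline, either lowered as inhibitor or raised as activator; inconclusive = flagged as likely green fluorescent, judged across all proteins in the well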;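 also: 0% = unlabeled GTP competition control and 100% = no-compound control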
Target sequence (P01112 whole entry, looked up): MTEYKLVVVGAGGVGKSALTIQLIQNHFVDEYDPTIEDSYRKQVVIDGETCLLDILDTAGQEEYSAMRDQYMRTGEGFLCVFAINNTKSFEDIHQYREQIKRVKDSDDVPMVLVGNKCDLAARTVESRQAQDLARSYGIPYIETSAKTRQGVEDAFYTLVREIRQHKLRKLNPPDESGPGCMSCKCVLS
Rab7 wt modul – modulators of GTP binding to Rab7, primary screen, biochemical, wildtype, multiplex bead flow cytometry. AID 758, 2007. hit rate 0.055% among 190,000. Rab7 GTPase wild type (dog), Bodipy-FL-GTP binding. GST-Rab7 beads, fluorescent GTP binding; actives lie on both sides; untreated = 100%, excess cold GTP = 0%. GTP binding activity (percent of control), % at 10 µM;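 active = fluorescent GTP binding to Rab7 beads changed by at least 20 points from the 100% baseline, either direction, mostly lower; inconclusive = compound itself probably fluorescent, or too few beads counted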;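 also: median green fluorescence of bound Bodipy-FL-GTP per Rab7 bead population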
Rac1 wt GTP bind – wildtype Rac1 GTP binding modulators, primary screen, biochemical, GST-Rac1 beads, flow cytometry, multiplex. fluorescent GTP binding; actives lie on both sides; 0 = cold GTP competed, 100 = untreated. hit rate 0.27% among 190,000. GTP binding activity (% of control), % at 10 µM;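 active = GTP binding activity at least 20 points away from the 100% control level, either lower or higher; inconclusive = compound flagged as likely green fluorescent, judged across all proteins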
Avidin bead fluor – green autofluorescence of compounds with avidin beads – biophysical, 488/530 nm, flow cytometry, artefact control, profiling panel; hit rate 0.38% among 220,000; compound fluorescence 488/530 nm; active compounds read high; fluorescence (KMESF) at 10 µM; AID 1775, 2009; in the data active = fluorescence above about 47; also: inactives centre near 10
Pf gametocyte – late stage P. falciparum gametocyte viability inhibitors, primary screen, ATP luminescence, HTS. P. falciparum stage V gametocytes, 24 h. inhibition, % at 10.9 µM. hit rate 0.065% among 150,000. AID 743093, 2013;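 active = inhibition above the mean plus 3 SD of compounds within the control limits, set per campaign, cut at about 38% in these data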;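 also: 0% = DMSO wells and 100% = medium only without gametocytes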
Rac1 mut GTP – GTP binding modulators of activated mutant Rac1, primary screen, biochemical, bead-based flow cytometry, multiplex, fluorescent GTP; GST-Rac1 activated beads; actives lie on both sides; 100% means binding = to untreated wells; hit rate 0.11% among 190,000; percent activity (GTP binding), % at 10 µM;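 active = GTP binding at least 20 percentage points away from the 100% baseline, in either direction, so actives lie on both sides; inconclusive = Compound likely fluorescent itself, or too few beads counted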
Numbers without * were called inactive; ? = inconclusive; nt = not tested or not shown.

SMILES	Cdc42 wt GTP	Rab2 wt GTP	Mcl1-Noxa inh	GSH fluor	Mcl1-Bid inh	HRas wt GTP bind	Rab7 wt modul	Rac1 wt GTP bind	Avidin bead fluor	Pf gametocyte	Rac1 mut GTP
COCC(C)n1c(C)cc(C(=O)COC(=O)c2ccc(N3CCCC3=O)cc2)c1C (stereo not given)	98	94	2	29	-16	97	96	96	12	nt	96
NC(=O)c1ccc(NS(=O)(=O)c2ccccc2F)cc1	99	98	-4	40	-19	100	99	97	14	25	97
COc1cc(/C=C/c2nc(N)nc(-c3ccccc3O)n2)cc(OC)c1OC	101	102	14	17	2	104	99	104	6	-14	100
CC1(C)C(c2ccccn2)=[N+]([O-])C(C)(C)N1O	101	101	-11	23	-18	101	103	103	34	nt	100
C=CCN1C(c2cccc(C(F)(F)F)c2)=CS/C1=C(/C#N)c1nnc(N2CCOCC2)n1-c1ccccc1	94	96	32	20	33	98	98	101	5	3	97
CCn1c2ccccc2c2cc(/C=N/NC(=O)c3ccccc3)ccc21	96	98	9	35	-19	98	97	99	17	nt	99
COc1ccc(-n2c(C)nc3cc(C(=O)O)ccc32)cc1	93	90	nt	31	-17	93	93	89	9	nt	90
CCOC(=O)c1ccccc1NC(=O)c1ccc2nccnc2c1	88	91	51*	30	-45	95	97	90	15	-10	93
COc1cc(/C=C2/SC(=O)N(Cc3ccccc3Cl)C2=O)ccc1OCc1ccncc1	97	96	4	31	5	98	98	97	12	nt	97
NC(CO)c1cn([C@@H](CCC(=O)O)C(=O)N2CCNCC2)nn1 (stereo not given in full)	97	100	12	20	-5	97	103	96	5	8	96
COc1ccc(C(=O)NNC(=O)CNC(=O)C2CCCCC2)cc1	101	99	3	17	-45	100	103	96	9	1	96
CC(=O)Nc1ccc2nc(C3CCCCC3)[nH]c2c1	102	99	-1	26	-7	100	98	102	11	nt	98
COc1ccc(-c2n[nH]c(=S)n2/N=C/C=C\c2ccccc2OC)cc1	102	99	33	12	-10	101	99	103	7	nt	98
O=C(CCSc1ccc(Cl)cc1)NN=C1CCCCCC1	101	103	14	16	-22	100	106	97	9	nt	95
COCC(=O)N(c1ccccc1)C(C)C(=O)OC (stereo not given)	101	98	-3	13	4	98	101	102	11	1	97
Cc1ccc(-n2ncc3c(NCCCOC(C)C)ncnc32)c(C)c1	104	96	-10	18	-58	101	98	102	32	-17	99
CCn1cc(C(=O)NCc2ccco2)c(=O)c2cc(S(=O)(=O)N3CCc4ccccc4C3)ccc21	98	95	-16	15	3	98	99	101	3	13	96
C#CCNC(=O)C1=C[C@H](c2csc3ccccc23)[C@@H](CCCO)[C@H](OCC)O1	94	95	-2	16	-8	96	106	96	5	nt	94
Cc1n[nH]c(C)c1C(=O)CC1(O)C(=O)N(CCc2ccccc2)c2ccc(Br)cc21 (stereo not given)	97	94	0	17	3	96	93	96	28	nt	95
CCN(CC)C(=O)COc1ccc(/C(C)=N/NC(=O)c2ccccc2Br)cc1	99	101	-1	11	-28	100	104	98	8	nt	96
Cc1cccc2sc(NNC(=O)c3ccc(S(=O)(=O)N4CCCC(C)C4)cc3)nc12 (stereo not given)	105	100	-38	13	-21	100	99	106	5	nt	98
O=C(CCN1CCCCC1c1cccnc1)NCc1ccccc1 (stereo not given)	103	102	17	41	-13	102	102	100	6	3	99
CCOc1ccccc1-c1n[nH]c(=S)o1	98	96	10	4	-38	98	94	97	7	-22	96
Cc1ccc2c(c1C)OC(=O)CC2(C)C	99	100	14	10	-6	99	101	99	15	9	99
CCN(CC)C(=O)CN(c1cccc([N+](=O)[O-])c1)S(=O)(=O)c1ccccc1	98	97	16	52	-10	101	105	104	10	-19	97

(next part)
SMILES	Cdc42 wt GTP	Rab2 wt GTP	Mcl1-Noxa inh	GSH fluor	Mcl1-Bid inh	HRas wt GTP bind	Rab7 wt modul	Rac1 wt GTP bind	Avidin bead fluor	Pf gametocyte	Rac1 mut GTP
COc1ccccc1OCC(=O)NCCCn1ccnc1	98	100	-8	15	-41	99	103	99	11	4	95
Cc1ccc(C(=O)N2CCN(S(=O)(=O)N3CCOCC3)CC2)cc1	96	96	2	12	-32	98	94	98	2	11	96
O=C(Oc1ccccc1)c1ccc(-n2cnnn2)cc1	95	98	2	44	-36	99	97	99	12	6	96
Cc1cc(NC(=O)CCC(=O)N(CCC(C)C)CC(=O)NCC2CCCO2)no1 (stereo not given)	96	97	0	27	-20	100	94	97	17	nt	96
N#Cc1c(Cn2cncn2)nc(=O)n(-c2ccccc2)c1N	96	95	-8	10	-12	95	94	99	11	-2	97
C=CCn1c(SCc2ccc(OC)cc2)nnc1-c1cccnc1	99	100	-2	23	-6	100	100	95	12	5	95
CC(/C=N/NC(=O)c1ccc(CN2c3cccc4cccc(c34)S2(=O)=O)cc1)c1ccccc1 (stereo not given)	96	94	4	10	-5	93	98	101	12	3	97
COc1ccc2nc(N3CCCC(C(=O)NCCCN4CCN(C)CC4)C3)sc2c1 (stereo not given)	97	96	7	19	-20	97	96	94	30	nt	92
CCCCCNC(=O)C(C#N)c1nc2ccccc2nc1N1CCCC1 (stereo not given)	99	96	19	11	-38	99	95	98	24	nt	97
CCCc1cc(=O)[nH]c(SCC(=O)Nc2cc3c(cc2C(C)=O)OCO3)n1	96	95	27	35	10	95	95	98	13	nt	92
O=C(CSc1nnc(SCc2ccccc2)s1)NNC(=S)Nc1ccccc1	96	93	-56	11	-52	96	100	97	4	-2	95
Cc1cc(C(=O)N2CCN(C(=O)c3ccco3)CC2)ccc1[N+](=O)[O-]	92	95	-4	15	-4	94	103	95	13	21	93
Cc1nn(CC(=O)NCCc2ccc(Cl)cc2)c(C)c1[N+](=O)[O-]	96	96	9	79	-23	97	96	97	11	nt	97
O=C(CSc1nc(C2CC2)nc2sc3c(c12)CCCC3)NCc1ccco1	100	101	-10	37	49	101	101	102	4	nt	99
Clc1ccc(-c2nc(Cc3ccccc3)no2)cc1	96	93	-11	26	-8	88	87	96	7	nt	96
COc1ccc(-c2oc(NC(=O)c3ccc(C)cc3)c(C#N)c2-c2ccc(OC)cc2)cc1	92	94	10	15	20	93	95	91	4	-38	93
O=C(Cn1c(NCCO)nc2ccccc21)c1cccs1	97	96	6	26	25	97	96	98	5	nt	96
CCO[C@@H]1OC(C(=O)O)=C[C@H](c2ccc3c(c2)OCO3)[C@H]1CCCO	94	95	-16	18	0	97	93	97	8	9	94
CCCCNC(=O)CSc1nc2cc(OC)c(OC)cc2c(=O)n1Cc1ccc(OC)cc1	100	100	-5	27	3	99	96	102	17	-32	101
Cc1ccc(S(=O)(=O)N2CCN(c3nc(C)nc4sc5c(c34)CCC(C)C5)CC2)cc1 (stereo not given)	?	?	nt	26	11	?	?	?	11	nt	?
COc1ccccc1NC(=O)C(Cc1ccc(Cl)cc1)c1nn[nH]n1 (stereo not given)	98	99	21	31	5	99	102	99	6	-24	96
O=C(Nc1ccc(N2CCN(C(=O)c3ccco3)CC2)cc1)c1cccnc1Cl	96	95	-6	11	-55	96	100	101	13	-4	96
Nc1c(C(=O)NCCN2CCOCC2)c2nc3ccccc3nc2n1-c1ccccc1	102	103	23	12	8	101	105	102	8	nt	100
O=S(=O)(NCCc1ccccc1)c1ccc(S(=O)(=O)N2CCCCC2)cc1	99	100	-3	17	-6	100	100	104	31	15	98
CC(NC(=O)c1ccc(N2CCNCC2)c([N+](=O)[O-])c1)C12CC3CC(CC(C3)C1)C2 (stereo not given)	98	95	8	15	-1	96	94	97	9	nt	96

Carrying on.
SMILES	Cdc42 wt GTP	Rab2 wt GTP	Mcl1-Noxa inh	GSH fluor	Mcl1-Bid inh	HRas wt GTP bind	Rab7 wt modul	Rac1 wt GTP bind	Avidin bead fluor	Pf gametocyte	Rac1 mut GTP
CCOC(=O)C1CCN(c2ncnc3c2c(-c2ccccc2)cn3-c2ccccc2)CC1	99	101	4	67	-29	97	93	97	12	16	98
O=C(Cc1cccs1)NNC(=S)NCc1ccc(Cl)cc1	103	98	-54	23	-91	102	101	102	15	nt	97
Cc1ccc(CN2CCN(Cc3cnc(N4CCOCC4)s3)CC2CCO)cc1 (stereo not given)	98	99	9	57	-20	97	97	101	10	-5	98
Cc1c(C(=O)O)oc2c1/C(=N\O)CCC2	94	98	8	9	-25	98	100	103	15	nt	99
Cc1cccc(NC(NC(=O)c2ccccc2[N+](=O)[O-])C(Cl)(Cl)Cl)c1 (stereo not given)	102	101	4	9	1	100	105	102	7	nt	98
Cc1cnn(C(=O)c2ccccc2Br)c1	104	100	0	12	-5	99	99	101	9	nt	98
CC(=O)Nc1cccc(/C(C)=N/NC(=O)c2c(-c3ccccc3Cl)noc2C)c1	97	99	-17	9	-16	97	97	98	3	13	98
O=C(CCCn1c(=S)[nH]c2ccsc2c1=O)Nc1ccc2c(c1)OCO2	90	99	35	12	-60	93	105	93	8	-3	92
Cc1sc(Nc2ccc([N+](=O)[O-])cc2)nc1-c1c(C)n(C)n(-c2ccccc2)c1=O	99	98	16	55	-53	98	98	101	10	nt	99
CC1=C(C(=O)Nc2ccccc2)C(c2ccncc2)C(C#N)=C(SCC(=O)Nc2ccccc2)N1 (stereo not given)	103	98	-1	6	-53	101	98	102	7	nt	98
COc1ccc(S(=O)(=O)N2CCCC(C(=O)N3CCN(C)CC3)C2)cc1C (stereo not given)	101	98	12	15	-1	102	99	99	38	0	98
O=C(Cc1ccc(Cl)cc1Cl)Nc1cccc(S(=O)(=O)Nc2ccccc2F)c1	102	99	-9	3	-10	101	99	102	7	17	98
COc1ccc(OC)c(C(C)NC=O)c1 (stereo not given)	106	105	4	9	-14	106	103	110	10	-25	101
O=C(Nc1ccc(N2CCN(C(=O)c3ccccc3F)CC2)cc1)c1ncn[nH]1	101	103	20	72	-39	104	107	107	13	10	101
COC(=O)c1c(O)cc(=O)n2c1CCCCC2	99	101	15	11	-38	98	102	99	25	-5	96
Cc1ccccc1C(=O)OCCCN=C1NS(=O)(=O)c2ccccc21	99	98	10	64	-5	99	95	102	4	nt	100
O=C(Nc1ccccc1C(F)(F)F)c1cc(-c2ccccc2O)on1	99	99	-11	14	-18	99	105	102	26	16	98
O=C(Cn1c2c(sc1=O)C1c3ccccc3OCC1CS2)Nc1ccc(Cl)cc1 (stereo not given)	103	102	13	9	3	102	102	105	4	1	99
